Screens from PubChem.
FAK inh – FAK kinase inhibitors, primary screen, biochemical | biochemical FAK kinase activity assay | inhibition, %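 (tested at 7 µM)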 | AID 727, 2007 | 97,000 compounds, 0.84% hits | Focal adhesion kinase 1 (Homo sapiens), Q05397; in the data active = inhibition above about 19%;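 note: 0% = DMSO and 100% = reference compound high control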
PostGolgi ctrl – growth inhibition of yeast control strain, primary screen, counter-screen for post-Golgi transport modulator project; efflux-deficient yeast background strain, growth absorbance A615, 16 h; inhibition, % at 10 µM; 98,000 compounds, 5% hits; AID 738, 2007
PostGolgi yeast – phenotypic screen on post-Golgi transport, primary screen; post-Golgi transport phenotypic cell assay; inhibition, % at 10 µM; 98,000 compounds, 0.9% hits; AID 739, 2007;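 note: yeast cells grown in 1536-well plates; yeast grown about 18 h at 30C before absorbance read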
HIV Rev-RRE inh – HIV-1 Rev-RRE binding inhibitors, primary screen, biochemical, FRET, protein-RNA interaction. P05866. Rev peptide-RRE RNA binding. inhibition, % at 8 µM. 97,000 compounds, 0.79% hits;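 active = inhibition above the screen-wide mean plus 3 SD, cut at about 35% in these data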;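 note: 0% = median DMSO wells and 100% = median Neomycin B control wells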
Target sequence (P05866 whole entry, looked up): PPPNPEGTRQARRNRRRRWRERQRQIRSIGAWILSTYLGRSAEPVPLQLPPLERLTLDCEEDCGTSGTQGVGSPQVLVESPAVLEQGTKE
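Assay system: Labelled RRE RNA duplex and labelled Rev peptide | Times: 5 min preincubation and 15 min binding, 25 °C | Detection: FRET, ex 480 nm, em 540 and 671 nm | Evaluation: % inhibition of FRET ratio versus controls | Benchmarks: DMSO wells as 0% and neomycin B wells as 100% inhibition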
LYP act – LYP phosphatase activators, primary screen, biochemical, DiFMUP fluorescence, 2 µM | recombinant LYP; 0 = plate median, 100 = signal doubled | activation, % at 2 µM | 96,000 compounds, 0.11% hits | Tyrosine-protein phosphatase non-receptor type 22 (Homo sapiens), Q9Y2R2;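 active = activation at 2 µM above a set limit, the mean plus 5 SD, cut at about 37% in these data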
Target sequence (Q9Y2R2 whole entry, looked up): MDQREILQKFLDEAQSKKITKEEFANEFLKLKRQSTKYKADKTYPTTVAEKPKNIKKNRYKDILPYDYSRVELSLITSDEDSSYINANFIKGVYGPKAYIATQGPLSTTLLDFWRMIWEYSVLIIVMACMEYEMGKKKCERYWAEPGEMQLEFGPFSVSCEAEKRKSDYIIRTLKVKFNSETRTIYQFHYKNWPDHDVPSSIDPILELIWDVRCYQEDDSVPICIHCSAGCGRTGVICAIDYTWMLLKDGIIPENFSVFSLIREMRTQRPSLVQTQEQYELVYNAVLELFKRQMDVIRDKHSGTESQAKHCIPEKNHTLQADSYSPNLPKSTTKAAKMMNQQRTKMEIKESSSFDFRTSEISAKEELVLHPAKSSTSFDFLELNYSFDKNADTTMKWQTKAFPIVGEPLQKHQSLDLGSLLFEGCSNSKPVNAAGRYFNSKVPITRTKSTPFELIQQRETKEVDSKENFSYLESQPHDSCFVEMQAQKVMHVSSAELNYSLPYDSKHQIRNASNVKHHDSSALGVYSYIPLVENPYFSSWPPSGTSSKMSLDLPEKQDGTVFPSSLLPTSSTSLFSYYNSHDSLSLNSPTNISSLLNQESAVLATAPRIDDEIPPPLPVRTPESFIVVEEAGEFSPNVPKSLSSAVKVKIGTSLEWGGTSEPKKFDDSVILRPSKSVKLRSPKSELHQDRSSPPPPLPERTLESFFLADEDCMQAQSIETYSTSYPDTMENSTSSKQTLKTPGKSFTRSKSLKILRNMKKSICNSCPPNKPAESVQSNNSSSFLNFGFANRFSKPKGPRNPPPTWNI
EphB4 antag – EphB4-ephrin-B2 interaction antagonists, primary screen, biochemical, TNYL-RAW peptide probe, fluorescence polarization; inhibition, % at 7 µM; EphB4 LBD / TNYL-RAW-Alexa532 peptide; 97,000 compounds, 0.15% hits; Ephrin type-B receptor 4 (Homo sapiens), P54760; AID 720, 2007;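 active = inhibition above the screen-wide mean inhibition plus 3 SD, cut at about 15% in these data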;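 note: 0% = DMSO wells and 100% = excess unlabeled TNYL-RAW peptide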
S1P2 agonist – S1P2 receptor agonists, primary screen, cell-based | Sphingosine 1-phosphate receptor 2 (Homo sapiens), O95136 | S1P2-expressing cell line, agonist reporter read-out | activation, % at 4.5 µM | 97,000 compounds, 0.46% hits | AID 729, 2007; in the data active = activation above about 16%;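 note: 0% = vehicle low control and 100% = maximal reference agonist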
PTPN22 inh 2 – PTPN22 phosphatase inhibitors, primary screen, biochemical, DiFMUP fluorescence, 2 µM. 96,000 compounds, 0.21% hits. inhibition, % at 2 µM. recombinant LYP catalytic domain;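 active = inhibition at 2 µM at or above a set limit, the screen mean plus 3 SD, cut at about 24% in these data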;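 note: 0% = DMSO with enzyme and 100% = enzyme fully blocked by orthovanadate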
S1P2 antag – human S1P2 receptor antagonists, primary screen, cell-based | inhibition, % at 5 µM | 97,000 compounds, 0.21% hits | cell-based S1P2 antagonist assay, inhibition at 5 uM; in the data active = inhibition above about 45%;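 note: CRE beta-lactamase reporter cells expressing human S1P2 stimulated with S1P; 0% = agonist at EC80 alone and 100% = agonist plus reference antagonist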
An asterisk follows results filed as active; . = no result given. Cut-off read from the data, not from the text of the source, unless noted: active = inhibition above about 30%; inactive = the rest. Random draw from the library. Share with any hit: about 7%.

The line under a structure holds: FAK inh	PostGolgi ctrl	PostGolgi yeast	HIV Rev-RRE inh	LYP act	EphB4 antag	S1P2 agonist	PTPN22 inh 2	S1P2 antag
CCCCNC1C(CC)C(CCC)C(C#N)(C#N)C1(C#N)C#N (stereo not drawn)
 : -1	19	-6	7	2	-7	-9	-3	0
C#CCSc1nsc(SCC#C)c1C#N
 : 11	10	4	5	1	-4	-4	-2	13
Cc1cccc(OCC(=O)N/N=C\c2cc3c(cc2[N+](=O)[O-])OCO3)c1C
 : 2	13	0	9	11	-1	-3	-11	15
Cc1onc(-c2ccccc2Cl)c1C(=O)Nc1nnc(-c2ccc(F)cc2)s1
 : -4	35*	18	13	8	8	-7	-10	2
O=C(CCNc1ccc(Cl)c(C(F)(F)F)c1)c1ccco1
 : 2	16	-5	13	-6	5	-3	5	-3
CCn1c(C(=O)N2CCc3ccccc3C2)cc2oc3ccccc3c21
 : 0	34*	-2	6	-2	7	-3	3	-24
COc1nc(-c2ccccc2)c2c(c1C#N)CC(C)(C)OC2
 : 3	6	18	9	12	4	0	-13	-63
Cc1ccc(-c2nn3c(C)nnc3c3ccccc23)cc1S(=O)(=O)NCCN1CCOCC1
 : -4	11	0	0	-6	-5	1	8	-8
CN1C(=S)SC(N(O)C(=O)Nc2cccc3ccccc23)C1(C)C (stereo not drawn)
 : -3	11	-5	0	-4	0	-8	6	-2
CC(C)CC(=O)O/N=C1\C(=O)N(Cc2ccc(Cl)cc2)c2ccc([N+](=O)[O-])cc21
 : 2	33*	8	15	-2	-7	-12	1	-3
CSc1nc(-c2ccc(C)cc2)[nH]c1S(=O)(=O)c1ccccc1
 : 7	16	4	0	-3	2	-6	3	13
COc1ccc(C)cc1S(=O)(=O)N1CCC(C)CC1
 : -1	42*	5	5	3	1	-4	-4	8
COc1ccc2c(c1)-c1ccccc1S(=O)(=O)N2C
 : -2	-6	6	2	-6	0	-4	8	15
Cc1cc(N2CCN(c3ccccc3F)CC2)nc2cc(O)ccc12
 : 4	17	0	14	2	7	-4	-4	8
O=C(NCC1CCCO1)C1CCC(=O)N1CCc1ccccc1 (stereo not drawn)
 : -4	25	-2	14	4	4	-6	-5	9
Cc1cccc(NC(=S)NCC2CCCO2)c1 (stereo not drawn)
 : -3	-2	-7	11	4	-6	-4	-2	9
CC(C)(C)NC(=O)c1cccc(NC(=O)c2ccco2)c1
 : 1	.	.	1	-1	-2	-6	0	-15
O=C(C1CCC(=O)N1Cc1ccccc1Cl)N1CCN(c2cccc(Cl)c2)CC1 (stereo not drawn)
 : 0	4	13	4	31	-1	-2	-32	-20
Cc1ccc(N(CC(=O)NCc2ccco2)S(=O)(=O)c2ccccc2)cc1
 : 1	12	25	3	-6	1	-6	4	8
CCCC/C(C)=N/NC(=O)C(=O)NCCc1ccccc1
 : 2	18	5	8	-3	-2	-10	5	22
Cc1cc(NC(=O)NC2CCCN2S(=O)(=O)c2ccc(Cl)cc2)no1 (stereo not drawn)
 : 1	13	5	1	9	4	-7	-10	-5
COc1ccc2c(c1)C(=O)N(c1ccccc1OC)C(=O)C2(C)C
 : -1	6	-8	-3	0	1	0	0	11
Brc1ccc(-n2cccc2/C=N/n2cnnc2)cc1
 : 0	1	10	5	-3	-3	0	5	-24
CCCCn1c(NC(=O)c2ccccc2Cl)c(C#N)c2nc3ccccc3nc21
 : 28*	18	33*	13	-4	7	14	3	-7
CCOc1ccc(OCCCN(C)C)cc1
 : 0	17	-7	5	1	-1	-1	-2	-19
O=C(CSc1n[nH]c(-c2ccc(S(=O)(=O)N3CCCCC3)cc2)n1)Nc1nccs1
 : -2	-3	15	10	4	11	-7	-6	2
CCN(CCNC(=O)C1CCN(S(=O)(=O)c2cccc3nsnc23)CC1)c1ccccc1
 : 0	1	11	-1	5	-6	-5	-8	19
Cc1ccc(NC(=O)N2CCCC2C(=O)NCCC2=CCCCC2)cc1 (stereo not drawn)
 : 6	-6	6	7	-2	7	-7	-2	29
CCOC(=O)c1sc(NC(NC(=O)c2ccco2)(C(=O)OC)C(F)(F)F)nc1C (stereo not drawn)
 : 6	14	3	7	-3	2	-4	1	9
O=C(c1ccccc1)N1CCCCC(Sc2nnnn2-c2ccccc2)C1=O (stereo not drawn)
 : -5	.	.	5	1	-2	-6	2	-1

The final three entries of the section before lead into the next:
The line under a structure holds: FAK inh	PostGolgi ctrl	PostGolgi yeast	HIV Rev-RRE inh	LYP act	EphB4 antag	S1P2 agonist	PTPN22 inh 2	S1P2 antag
Cc1ccc(NC(=O)N2CCCC2C(=O)NCCC2=CCCCC2)cc1 (stereo not drawn)
 : 6	-6	6	7	-2	7	-7	-2	29
CCOC(=O)c1sc(NC(NC(=O)c2ccco2)(C(=O)OC)C(F)(F)F)nc1C (stereo not drawn)
 : 6	14	3	7	-3	2	-4	1	9
O=C(c1ccccc1)N1CCCCC(Sc2nnnn2-c2ccccc2)C1=O (stereo not drawn)
 : -5	.	.	5	1	-2	-6	2	-1
Cc1noc(C)c1COc1ccc(C(=O)OCC(=O)Nc2ccc3ccccc3c2)cc1
 : -3	21	2	15	13	-1	-3	-12	-11
CCCCNC(=O)CN1C(=O)NC2(CCCc3ccccc32)C1=O (stereo not drawn)
 : -3	13	0	8	-4	10	-7	6	18
Cc1ccn(Cc2n[nH]c(=S)n2Cc2ccccc2)n1
 : 4	-2	1	6	-3	5	-4	0	-30
COc1ccc(C2C=C(C)Nc3nc(SC)nn32)cc1 (stereo not drawn)
 : -1	8	20	4	0	0	-6	-2	-6
N#Cc1nc(Cc2cccc3ccccc23)oc1NCc1ccco1
 : -2	17	0	2	7	9	-2	-8	12
CCCC1CCc2c(sc(NC(=O)c3cccs3)c2C(N)=O)C1 (stereo not drawn)
 : -3	10	-6	5	-13	0	-9	13	-8
O=C(c1ccccn1)N(Cc1ccco1)C1(C(=O)NC2CCCCC2)CCCCC1
 : 0	5	-11	9	8	3	-2	-8	-13
COc1ccccc1OCC(=O)N1CCNC1=O
 : -5	-2	16	4	-16	-7	-3	14	-8
O=C(CN1NS(=O)(=O)c2ccccc2C1=O)Nc1ccccc1OC(F)F
 : 1	6	5	6	6	-6	-2	-8	8
O=C(NCc1ccco1)c1cc(-c2ccccc2)c(N2CCOCC2)s1
 : 0	15	-5	1	11	1	-2	-11	16
O=C1[C@@H]2[C@H](C(=O)N1O)[C@H]1C=C[C@@H]2C1
 : 1	1	-15	4	-9	-2	0	8	-2
Cc1cc(=O)[nH]c(-n2nc(C)cc2C)n1
 : 4	-6	-3	6	2	-7	-3	-2	10
c1cncc(-c2nnc3n2CCC3)c1
 : -1	-2	17	7	5	-11	-4	-5	12
O=C1CC(C(F)(F)C(F)(F)C(F)(F)F)=Nc2ccccc2N1
 : 0	.	.	20	9	4	0	-13	-12
Cc1c(/C=N/NC(=O)c2sc3ccccc3c2Cl)cnn1C
 : 0	29	-12	5	-3	-1	-5	5	-16
Cc1cccc(C)c1NC(=O)CSc1nc(C)c(CC(=O)c2ccc(Br)cc2)c(C)c1C#N
 : -33	-1	-5	3	10	-10	-3	-4	-22
O=C1CC(c2ccccc2Cl)C2=C(COC2=O)N1 (stereo not drawn)
 : 3	6	-6	7	-7	5	-1	11	9
CC(=O)c1c(C)oc(C)c1CSCc1ccc(C(=O)O)o1
 : -1	-2	-7	1	-2	-2	-9	0	0
CCC(C)(C)NC(=O)C(c1cccnc1)N(CCOC)C(=O)Cn1nnc2ccccc21 (stereo not drawn)
 : 3	1	4	3	-6	3	-1	9	23
CCOc1ccc2nc(NCCCNS(=O)(=O)c3ccc(C)cc3)c(C#N)cc2c1
 : -2	.	.	24	2	5	1	-1	4
COc1ccc(S(=O)(=O)Cc2ccc(C(=O)N3CCN(c4ncccn4)CC3)o2)cc1
 : -1	.	.	4	6	1	-8	-9	2
COC(=O)c1ccc(Oc2nc(NC(C)C)nc(SC)n2)cc1
 : 18	0	3	5	7	11	-3	-8	-15
COc1cc(OC)nc(NC(=O)C(C)C)n1
 : 2	2	-31	7	-3	-5	-2	3	7
Cc1ccc(NC(=O)c2cnn(-c3ccccc3)c2NC(=O)c2ccco2)cc1C
 : 2	12	1	0	1	1	-4	-2	28
O=C(CC1CCCC1)Nc1nnc(C2CC2)s1
 : 1	-9	-8	4	-2	-1	-6	3	10
Cc1cc(C)cc(N(CC(=O)NCc2ccco2)S(=O)(=O)c2c(C)noc2C)c1
 : -1	19	6	7	1	-4	-3	-3	2
O=C(CSc1ncnc2c1cnn2-c1ccccc1Cl)N1CCN(C(=O)c2ccco2)CC1
 : -3	12	12	3	-9	4	-2	7	-5
Clc1ccc(-c2nnc3sc(-c4ccccn4)nn23)cc1
 : -1	16	-2	13	-3	-1	-2	1	-12
Cc1cc(C)c2cc(C#N)c(NCCOC(=O)c3ccccc3C)nc2c1
 : 0	-2	0	2	-10	5	-1	14	-2
Cc1cc(C(=O)Nc2c(C)nn(Cc3ccccc3)c2C)on1
 : -1	9	-15	7	5	4	1	-8	7

Later entries
The line under a structure holds: FAK inh	PostGolgi ctrl	PostGolgi yeast	HIV Rev-RRE inh	LYP act	EphB4 antag	S1P2 agonist	PTPN22 inh 2	S1P2 antag
CCC1Oc2ccc(C)cc2N(CC(=O)NCC2COc3ccccc3O2)C1=O (stereo not drawn)
 : 1	.	0	9	9	-1	-2	-11	10
CC(=O)Oc1c(S(=O)(=O)c2ccccc2)c(C)nn1C(C)(C)C
 : -2	5	0	6	0	-1	-1	-1	0
CCN(CC)S(=O)(=O)c1cc(NC(=O)COC(=O)CCc2nc3ccccc3s2)ccc1C
 : 2	7	4	8	7	1	-6	-4	-2
COc1cccc(NC(=O)c2ccc3snnc3c2)c1
 : 0	.	.	0	6	1	-3	-5	2
COc1ccc(CN(Cc2ccccn2)C(=O)CN2C(=O)C(C)Oc3ccccc32)cc1 (stereo not drawn)
 : 4	10	-1	5	6	-9	-3	-5	-7
O=S(=O)(NCC1CCCO1)c1ccc(S(=O)(=O)N2CCCC2)cc1 (stereo not drawn)
 : -5	0	0	3	5	3	-5	-1	-6
O=C(CSc1nc(-c2ccccc2)cc(C(F)(F)F)n1)N1CCOCC1
 : -2	2	24	6	6	9	-9	-10	-23
Cc1cccc(-n2ncc3c(NCCc4ccc(S(N)(=O)=O)cc4)ncnc32)c1
 : 5	3	1	11	.	-5	-2	.	-14
O=C1CC(c2cccc(F)c2)C2=C(CCCC2=O)N1 (stereo not drawn)
 : -2	6	-1	14	-4	8	0	2	1
CC(NC(=O)c1ccccc1)c1nc2ccccc2n1Cc1ccccc1F (stereo not drawn)
 : -3	11	-5	9	6	9	-2	-5	5
CCOc1ccc(NC(=O)CNC(=O)c2cn(-c3ccccc3OC)c(=O)c3ccccc23)cc1
 : -1	-5	-2	11	11	-1	0	-14	10
COc1ccc(C(=O)Nn2c(SCC(=O)NC3CCCC3)nc3ccccc3c2=O)cc1
 : -14	-2	1	-3	-7	-4	-7	8	-27
CCOC(=O)c1csc(NC(=O)c2ccc(S(=O)(=O)N(CC)CC)cc2)n1
 : -2	.	.	4	3	4	-5	-2	4
COc1ccc(-n2c(C)nn(C)c2=O)c(OC)c1
 : 7	-5	17	11	-11	-1	-7	14	10
Cn1cc(CC(=O)Nc2cccc(C#N)c2)c2ccccc21
 : 1	8	16	6	-1	-1	0	3	-33
CCCC(=O)N1CCN(S(=O)(=O)c2cc(Cl)ccc2OC)CC1
 : 3	32*	3	1	1	3	-4	-3	4
O=C(CSc1ncn(-c2ccccc2)n1)Nc1nc2ccccc2s1
 : 5	25	3	11	0	-2	-3	-3	-19
CCOC(=O)C(C)c1n[nH]c(=O)c2ccccc12 (stereo not drawn)
 : 4	5	-2	12	2	0	-3	-2	-7
